WRN helicase inh = WRN helicase (human) inhibition | Potency, µM (top dose mostly 114 µM), for the others: top-dose activity change, negative = inhibition, most hits filed as inhibitors | Q14191 | AID 651768 | hit rate 0.46% among 360,000 | WRN helicase unwinding, fluorescent forked duplex, kinetic; further: potency means the concentration at half of the fitted maximal effect; on the % scale 0 is the no-effect control and ±100 the full control effect; nearly all actives have a fitted effect of over 55% in size
Target sequence (Q14191 whole entry, looked up): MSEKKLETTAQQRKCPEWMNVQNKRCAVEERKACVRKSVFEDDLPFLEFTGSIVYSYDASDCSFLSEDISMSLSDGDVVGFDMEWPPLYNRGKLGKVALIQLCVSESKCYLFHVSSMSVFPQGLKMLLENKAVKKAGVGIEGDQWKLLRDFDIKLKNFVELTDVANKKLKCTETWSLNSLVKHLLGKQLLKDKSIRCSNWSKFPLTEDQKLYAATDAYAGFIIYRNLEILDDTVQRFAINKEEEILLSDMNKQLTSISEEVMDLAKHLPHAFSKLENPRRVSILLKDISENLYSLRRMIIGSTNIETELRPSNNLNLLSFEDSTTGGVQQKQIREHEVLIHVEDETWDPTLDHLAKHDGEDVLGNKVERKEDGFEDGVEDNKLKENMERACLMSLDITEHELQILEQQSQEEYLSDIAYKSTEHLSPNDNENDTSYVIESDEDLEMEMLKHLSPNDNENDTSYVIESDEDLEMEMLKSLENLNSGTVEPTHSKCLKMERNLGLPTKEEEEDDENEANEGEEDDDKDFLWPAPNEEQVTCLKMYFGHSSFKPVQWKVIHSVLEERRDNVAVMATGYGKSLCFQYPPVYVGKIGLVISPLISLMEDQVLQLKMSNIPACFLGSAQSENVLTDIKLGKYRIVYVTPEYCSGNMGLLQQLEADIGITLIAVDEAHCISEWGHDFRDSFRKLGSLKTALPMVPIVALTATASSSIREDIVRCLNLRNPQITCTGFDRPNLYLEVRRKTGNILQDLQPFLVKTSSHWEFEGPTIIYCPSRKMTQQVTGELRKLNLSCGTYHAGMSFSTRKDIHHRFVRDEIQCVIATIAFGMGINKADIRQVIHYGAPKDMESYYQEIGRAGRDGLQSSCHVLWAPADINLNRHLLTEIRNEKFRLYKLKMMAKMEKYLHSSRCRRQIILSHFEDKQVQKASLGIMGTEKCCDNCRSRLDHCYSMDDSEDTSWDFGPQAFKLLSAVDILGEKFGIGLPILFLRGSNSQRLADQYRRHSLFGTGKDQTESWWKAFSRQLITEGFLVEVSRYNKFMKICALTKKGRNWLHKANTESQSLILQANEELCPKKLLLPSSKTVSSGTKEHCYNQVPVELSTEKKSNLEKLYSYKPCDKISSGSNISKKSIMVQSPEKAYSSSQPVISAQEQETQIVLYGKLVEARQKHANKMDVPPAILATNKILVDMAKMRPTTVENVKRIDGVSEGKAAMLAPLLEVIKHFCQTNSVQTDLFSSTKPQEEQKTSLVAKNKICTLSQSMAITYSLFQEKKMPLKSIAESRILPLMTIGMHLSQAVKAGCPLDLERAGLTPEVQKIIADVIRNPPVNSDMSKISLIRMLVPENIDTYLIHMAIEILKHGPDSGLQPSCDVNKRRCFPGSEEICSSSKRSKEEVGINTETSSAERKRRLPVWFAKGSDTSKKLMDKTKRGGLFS
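Screening of the MLSMR collection measured strand separation of a quenched forked DNA duplex (100 nM) by 20 nM WRN with 2 mM ATP, all final. Compounds were preincubated with enzyme 15 min at room temperature.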
D3 antag = blocks the human D3 dopamine receptor; P35462; D3R cells, DiscoveRx beta-arrestin luminescence, antagonist mode; hits give low values; max response, negative = inhibition, %; hit rate 2.5% among 360,000; in the data active means max response below about -50%; inconclusive means no clear call, values can overlap the other calls; further: on the % scale 0 is the no-effect control and ±100 the full control effect; mostly tested at two doses, the higher about 12 µM
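Cells expressing the human receptor were seeded at 1500 cells/well, incubated overnight at 37 degrees C in 5% CO2, then exposed to library compounds with dopamine controls for 90 minutes at 37 degrees C before luminescent detection.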
IL2 activator = IL-2 activation; IL-2 activation reporter assay, cell-based qHTS; stimulated with anti-CD3/CD4/CD28 beads; in transgenic mouse T cells; activation, % (series mostly up to about 46 µM); hit rate 0.065% among 360,000; in the data active means activation above about 50%; inconclusive means mostly about 30% to 49%; further: 0% is about no effect
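EGFP and DsRed fluorescence is measured by plate cytometry in unstimulated transgenic mouse T cells exposed to compound for 60 minutes, then stimulated 18 hours at 37 degrees C with anti-CD3/anti-CD4 beads plus anti-CD28.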
GLP1R inv ag = acts as inverse agonist at human GLP-1 receptor. HEK293 GLP-1R CRE-luciferase, luminescence, 24 h; GLP-1R form is constitutively active. Potency, µM (titrated, usually from 38.3 µM), inactives show top-dose activity change, negative = inhibition, actives largely listed as inhibitors. hit rate 1.6% among 410,000; further: potency means the concentration at half of the fitted maximal effect; on the % scale 0 is the no-effect control and ±100 the full control effect; nearly all actives have a fitted effect of over 55% in size
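Using stably transfected HEK293 (constitutively active GLP-1R, cAMP-luciferase reporter), compounds were incubated 24 hr and luciferase measured by luminescence.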
GLP1R ag = GLP-1 receptor (human) agonism. hit rate 0.007% among 380,000. HEK293 GLP-1R CRE-luciferase, luminescence, 4-6 h; cells express a hypersensitive GLP-1R form. P43220. Potency, µM (series often up to 45.6 µM), for the others: at the top dose activation, usual class: activators. AID 624172; further: potency means the concentration at half of the fitted maximal effect; % of control where 0% means no effect
PI5P4Ka inh = inhibitors of human PI5P4K alpha; P48426; PI5P4Kalpha enzyme, ADP-Glo luminescence, 60 min; hits give low values; max response, %; hit rate 1.2% among 330,000; AID 652105; active means max response of -50% or lower; inconclusive means between -30% and -50%; inactive means -30% or higher; further: value at the top dose of about 77 µM; on the % scale 0 is the no-effect control and ±100 the full control effect
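qHTS, 1536-well: enzyme/substrate mix, compound by pin tool, 5 microM ATP final; RT 60 min; ADP-Glo reagents 1 (45 min) then 2 (30 min); luminescence.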
D3 ag = agonists of human D3 dopamine receptor. hit rate 0.58% among 410,000. max activation, %. P35462. AID 652048. D3R DiscoveRx beta-arrestin cells, luminescence, 90 min; in the data active means max activation above about 30%; further: 0% is about no effect; mostly tested at two doses, the higher about 12 µM
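Cells at 1500/well, incubated overnight, then treated with pinned compounds (dopamine as control) for 90 min at 37 degrees C. DiscoveRx reagent added for 30 - 60 minutes at room temperature; luminescence read.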
HEK293 tox = cytotoxicity counter-screen for GLP-1 receptor inverse agonists | AID 624418 | HEK293 cAMP-luciferase reporter cells, luminescence, 24 h | hit rate 0.13% among 410,000 | Potency, µM (highest dose often 38.3 µM), inactives show at the highest dose activity change, negative = inhibition, most hits filed as inhibitors;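 further: loss of luciferase light is scored as toxicity; potency means the concentration at half of the fitted maximal effect; on the % scale 0 is the no-effect control and ±100 the full control effect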
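MLSMR compounds, 24 hr on cells at 37 deg C/5% CO2; luminescence after luciferase reagent (12 min RT). Inhibition counted as the undesired cytotoxic outcome.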
PLK1 PBD inh = blocks phosphopeptide binding to human PLK1 polo-box domain. Plk1 PBD binding of FITC phosphopeptide, fluorescence polarization. Potency, µM, for the others: max response, negative = inhibition, actives largely listed as inhibitors. hit rate 2.8% among 360,000. AID 720504; further: potency means the concentration at half of the fitted maximal effect; series mostly up to about 57 µM; on the % scale 0 is the no-effect control and ±100 the full control effect; nearly all actives have a fitted effect of over 65% in size
* hit, by the source's call; ? = inconclusive; . = not tested or not shown; & = joins results of further samples; [ ] = dose if it differs, or a comment. Unless noted, the call rests on the fitted dose curve; in most records, active means well fitted curve in the direction sought with a large enough effect; inconclusive means small, poorly fitted or top-dose-only effect, or another doubt; inactive means no such curve, though single readings can be large; an effect the other way counts as inactive or inconclusive.

The first 5 compounds as a preview:
SMILES | WRN helicase inh | D3 antag | IL2 activator | GLP1R inv ag | GLP1R ag | PI5P4Ka inh | D3 ag | HEK293 tox | PLK1 PBD inh
CCOC(=O)C1=C(c2ccccc2)N2CCS(=O)(=O)N=C2S1 | -5.2% | -6.0 | -1.8 | 0.0% | 17.0% | . | -5.1 | -4.9% | 0.6%
S=C(Nc1ccc(Cl)cc1)NC1CCCCC1 | 4.8% | -15.1 | -2.9 | 10µM* | 11.9% | -2.1 | 16.1 | ? | -3.3%
CSCCC(NC(=O)c1ccccc1Br)C(=O)N1CCC(C)CC1 (stereo unspecified) | -0.9% | 7.6 | -1.1 | 49.4%[activator] | 13.5% | 0.6 | -7.1 | -10.2% | 4.1%
O=C(NC1(Cc2ccccc2)CCN(CCc2cccs2)C1=O)c1ccccc1 (stereo unspecified) | -4.1% | -14.0 | -1.7 | -12.2% | -6.4% | 4.9 | -6.8 | -3.3% | 0.3%
COc1ccc(-c2nn3cnnc3s2)cc1OC | -6.8% | 7.9 | 3.3 | 155.1%[activator] | 30.9% | . | 16.1 | 2.9% | 4.2%

Main list (from the top)
SMILES | WRN helicase inh | D3 antag | IL2 activator | GLP1R inv ag | GLP1R ag | PI5P4Ka inh | D3 ag | HEK293 tox | PLK1 PBD inh
CCOC(=O)C1=C(c2ccccc2)N2CCS(=O)(=O)N=C2S1 | -5.2% | -6.0 | -1.8 | 0.0% | 17.0% | . | -5.1 | -4.9% | 0.6%
S=C(Nc1ccc(Cl)cc1)NC1CCCCC1 | 4.8% | -15.1 | -2.9 | 10µM* | 11.9% | -2.1 | 16.1 | ? | -3.3%
CSCCC(NC(=O)c1ccccc1Br)C(=O)N1CCC(C)CC1 (stereo unspecified) | -0.9% | 7.6 | -1.1 | 49.4%[activator] | 13.5% | 0.6 | -7.1 | -10.2% | 4.1%
O=C(NC1(Cc2ccccc2)CCN(CCc2cccs2)C1=O)c1ccccc1 (stereo unspecified) | -4.1% | -14.0 | -1.7 | -12.2% | -6.4% | 4.9 | -6.8 | -3.3% | 0.3%
COc1ccc(-c2nn3cnnc3s2)cc1OC | -6.8% | 7.9 | 3.3 | 155.1%[activator] | 30.9% | . | 16.1 | 2.9% | 4.2%
CC1CCCC(NC(=O)C2CCN(S(=O)(=O)N3CCCCC3)CC2)C1C (stereo unspecified) | 3.7% | 5.5 | 0.3 | -10.4% | 0.4% | 6.4 | 2.4 | -6.1% | -5.5%
Cc1cccc(N(C(=O)c2csnn2)C(C(=O)NCc2ccccc2)c2ccncc2)c1 (stereo unspecified) | 9.6% | -6.7 | -0.1 | 13.3% | 4.2% | 5.8 | -7.0 | -1.8% | -21.6%
Cc1cc(C)n2nc(CC(=O)NCc3ccccc3Cl)nc2n1 | -25.2%[57.1 µM] | -5.3 | 0.1 | 3.6% | -2.1% | -1.5 | -2.1 | 11.0%[1.53 µM] | 2.3%
Cc1cccc(N2CCN(CC(=O)N(C)Cc3ccccc3)CC2C)c1 (stereo unspecified) | -1.4% | -7.8 | 0.1 | ? | -0.8% | 5.0 | -11.2 | 6.8% | -0.1%
CC1C[C@@]2(NC(=O)NC2=O)C(C)CN1C (stereo partly specified) | -5.2% | 0.0 | -0.5 | -1.4% | -1.9% | -5.5 | -11.0 | 11.6% | -7.1%
CCCCN(CCCNC(=O)Cn1nc(CC)n2c(cc3sc(C)cc32)c1=O)Cc1ccccc1 | 0.3% | -26.9 | -0.2 | 7.0% | 2.3% | 3.5 | -13.6 | -0.2% | 5.0%
CC(=O)Nc1ccc(S(=O)(=O)N2CC(=O)NC(=O)C2)cc1 | -2.6% | 5.5 | -2.0 | 1.8% | -1.0% | 10.6 | -14.6 | 0.8% | 8.9%
C/C(=N\Nc1nc(N)cc(Cl)n1)c1ccc(Cl)c(Cl)c1 | 7.9% | 11.8 | -0.4 | 2.7% | 8.0% | 4.4 | 1.9 | -1.6% | -9.4%
COc1ccc2cc(OCC(=O)NNC(=O)Nc3ccc(OC)c(OC)c3)ccc2c1 | -0.5%[11.6 µM] | 7.5 | 2.0 | 21.3% | -1.2% | 2.8 | 2.1 | 10.7% | -6.7%
O=S(=O)(NCCc1cn2ccccc2n1)c1ccc2c(c1)CCCC2 | -3.5% | -3.5 | -2.7 | -11.3% | -9.5% | -3.3 | 1.6 | -2.4% | -13.5%
CCCCN1C[C@H](c2ccc(OC)cc2)[C@@H](CC(=O)Nc2ccc(OC)cc2)C1=O | 0.0% | 12.7 | -0.6 | -18.5% | -5.9% | -1.1 | -1.2 | -1.2% | -0.9%
COC(=O)[C@@]12C[C@@H](CC(=O)NCc3cccc4ccccc34)C(=O)N(Cc3ccccc3)C1=CCC(C)(C)C2 | -4.4% | 3.4 | -1.1 | ? | . | 17.2 | -2.5 | -24.2% | -13.1%
Cc1cc(C)cc(NC(=O)CCc2c(C)nn(-c3ccc(N4CCOCC4)nn3)c2C)c1 | -4.5% | -10.0 | 0.7 | 14.8% | 7.0% | 0.3 | -2.2 | -7.8% | -12.4%
COC(=O)c1cc(C)sc1NC(=O)CCCC(=O)O | -6.3% | 3.9 | -0.2 | 7.1% | -10.0% | 0.1 | 0.6 | -10.9% | -1.0%
COc1ccc(/C=C/c2c(-c3ccc(OC)cc3)oc3ccc(-c4ccc(OC)cc4)cc23)cc1 | -4.9% | 23.1 | -2.3 | 14.8% | -4.5% | 6.1 | 0.0 | 9.3% | -5.5%
COc1ccc(C2=CSC3=NCCN23)cc1 | 5.0% | 7.8 | -0.4 | -35.4% | 4.8% | 1.1 | 4.2 | 1.6% | -10.5%
O=S(=O)(Cc1ccccc1)CS(=O)(=O)Cc1ccccc1 | -7.3% | 1.0 | 0.7 | 4.2% | 4.8% | 0.0 | 9.3 | -11.2% | -7.2%
O=C(COC(=O)CC1CCCC1)Nc1cccc(F)c1 | -6.2% | 9.7 | 0.3 | -2.8% | -4.2% | 11.8 | 5.6 | 3.5% | -1.5%
COC(=O)C1=C(C)NC(=S)NC1/C=C/c1ccccc1 (stereo unspecified) | 0.6% | -10.6 | 1.5 | -0.3% | 10.2% | 1.5 | 4.8 | 3.2% | 4.2%
N#C/C(=N/Nc1ccccc1[N+](=O)[O-])C(N)=S | 5.0% | -29.0 | -1.6 | ? | -2.1% | -18.8 | -5.6 | ? | -10.8%
CCN1C(N(C)C)=NC[C@@H]1Cc1ccccc1 | 7.0% | 11.5 | 0.1 | 1.2% | 8.7% | -1.5 | 3.1 | -7.1% | -17.7%
O=C1C(Cc2ccc3[nH]ccc3c2)NC(=S)N1c1ccccc1 (stereo unspecified) | -8.0% | -12.4 | -0.5 | -26.7% | 5.5% | 6.1 | -6.1 | -8.1% | -4.7%
O=C(O)c1cccnc1Sc1ccc(Br)cc1 | -12.3% | 2.5 | -0.6 | 17.3% | -0.2% | -9.8 | -1.5 | -4.3% | ?
COC(=O)c1ccc(-c2noc(CN3CCCCC3c3nccn3C)n2)cc1 (stereo unspecified) | 8.0% | -14.9 | -4.0 | -10.5% | 14.2% | -5.0 | -3.6 | 5.1% | -10.7%
COc1ccc(OC)c(NC(=S)NCCC(c2ccccc2)c2ccccc2)c1 | -7.7% | -22.4 | -1.0 | 8.91µM* | 1.5% | 0.6 | -0.6 | -20.1% | ?
COc1ccc(NC(=O)Cn2c([N+](=O)[O-])cnc2C)cc1Cl | -0.4% | 3.4 | -2.2 | 12.0% | 3.9% | 3.7 | -14.7 | -2.0% | -1.1%
Cc1nc2ccccc2c(=O)n1CCCn1ccnc1 | 5.0% | 2.3 | 0.7 | 3.7% | -5.8% | 1.6 | 0.1 | -8.0% | 21.2µM*
CCOC(=O)c1[nH]c(C)c(C(=O)NCc2cccnc2)c1C | 6.3% | -19.4 | -2.1 | 34.2% | 0.6% | -4.7 | -1.4 | 1.1% | -0.3%
O=C(CSc1c(F)c(F)cc(F)c1F)Nc1ccc(C2SCCS2)cc1 | -8.8% | -8.4 | 4.0 | ? | 3.3% | -1.6 | 1.2 | -2.5% | -3.8%
Nc1nc(N2CCN(C(c3ccccc3)c3ccccc3)CC2)n[nH]1 | -20.8% | -12.3 | 1.6 | ? | 1.4% | -3.3 | -0.3 | -2.8% | -15.6%
Cc1ccccc1[C@H](NC1c2ccccc2C=Cc2ccccc21)P(=O)(c1ccccc1)c1ccccc1 | -15.8% | -55.5* | -0.5 | ? | -4.2% | -5.4 | -4.6 | -16.0% | -2.1%
O=C(Nc1nc2c(s1)CCCC2)c1cc(-c2ccncc2)nc2ccccc12 | -31.6%[57.1 µM] | ? | 0.6 | 14.3% | -0.6% | 0.6 | -28.5 | -0.8%[1.53 µM] | 2.3%
CCN(CC)S(=O)(=O)c1ccc(N2CCOCC2)c(NC(=O)c2ccc(C#N)cc2)c1 | -9.7% | 5.5 | -0.1 | 25.3% | -6.1% | 2.7 | 3.0 | 7.6% | -18.4%
O=C1NN(c2ccccc2)C(=O)/C1=C/c1ccc(-c2cccc(C(=O)O)c2)o1 | ? | -54.9* | 0.5 | ? | -1.2% | -59.1* | -18.7 | ? | ?
CN(CC(=O)NCCCN1CCOCC1)S(=O)(=O)c1ccc(Br)cc1 | -1.5% | 0.0 | 0.8 | 5.7% | 0.9% | -1.4 | 6.7 | -3.5% | -0.8%
O=C(CNC(=O)c1ccc(Cl)cc1Cl)OCCCn1c(=O)[nH]c2ccccc21 | 0.2% | -7.0 | 0.3 | 2.5% | 8.5% | -7.1 | -15.2 | 14.3% | -8.6%
CC(CNC(=O)CCS(=O)(=O)c1cc2c(cc1Cl)NC(=O)CO2)c1ccccc1 (stereo unspecified) | 2.4% | 5.6 | 2.2 | -9.9%&15.3% | -4.9% | -4.2 | 4.1&15.3 | -4.6%&-2.1% | -5.6%
Cc1cc(C)cc(N(CC(=O)N2CCC(C)CC2)S(C)(=O)=O)c1 | 2.5%[57.1 µM] | -11.0 | -2.6 | -2.4% | -3.1% | 6.3 | 4.3 | 2.8% | -7.6%
CC(=O)N1c2ccc(S(=O)(=O)NCCC(=O)Nc3ccc(C)c(F)c3)cc2CC1C (stereo unspecified) | -0.3% | -4.8 | -0.5 | 10.3% | 1.3% | 2.2 | 11.8 | -4.5% | 0.4%

Assay outcomes: PubChem, National Center for Advancing Translational Sciences (NCATS)
